Bioassay records as filed in PubChem.
TAG inh: reduces triacylglycerol accumulation in H9c2 cells; Nile Red lipid (TAG) fluorescence; cells loaded with 200 µM oleic acid; inhibition, % at 12.5 µM; 0.66% of 230,000 active; AID 651582;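 active means pattern-corrected inhibition of lipid staining of at least 50% with the nuclear-stain viability signal not falling by more than 50%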;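 further: 0% = DMSO wells and 100% = triacsin C control wells; some results filed as inactive read as strong as hits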
TAG inh DAPI viability: further read-out of TAG inh, marked with its call; DAPI nuclei signal change (viability), lower = more cytotoxic, %;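 whole-well DAPI fluorescence read on a plate reader as a viability signal; minus 50 percent equals half of cells still viable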
Starred values were filed as active, the others as inactive. Only part of the results is shown; count on the stated rates, not on these rows.

compound | TAG inh | TAG inh DAPI viability
COc1ccccc1C(=O)Nc1ccc2c(c1)nc(CN1CCCCC1)n2C | -33 | -1
CC(=O)c1cc(OC(=O)c2ccncc2)ccc1OC(=O)c1ccncc1 | 28 | -15
COc1cc(Cl)c(C)cc1NC(=O)CN1C(=O)C2CCCCC2C1=O (configuration not stated) | 15 | -3
Cn1cc(S(=O)(=O)N2CCCC2)cc1C(=O)NCCc1ccccc1 | 0 | 4
CCOC(=O)C1=C(CN2CCSCC2)NC(=O)NC1c1ccc2c(c1)OCO2 (configuration not stated) | -5 | -4
CCOc1ccccc1Nc1ccc(C(=O)O)cc1NC(C)=O | 5 | -6
Cc1cc(/C=C2\SC(=O)NC2=O)c(C)n1-c1ccc(N2CCOCC2)cc1 | -19 | -6
Cc1cc(O)c(C(C)C)cc1N=Cc1ccccc1[N+](=O)[O-] | -1 | 15
C[C@@H]1CC[C@]2(O[C@H](CCO)C[C@H](O)[C@H]2O)O1 | 2 | 1
O=C(CSCC(=O)Nc1cccc2ccccc12)Nc1cccc2ccccc12 | 26 | -5
CC(=O)Nc1ccc(S(=O)(=O)N2CCN(c3cc(C)ccc3C)CC2)cc1 | -15 | 4
Cc1nn(-c2ccccc2)c(C)c1NC(=O)Cc1cccs1 | -5 | 3
CCOc1ccc(NC(=O)CC2C(=O)N(CC)C(=S)N2CCN2CCOCC2)cc1 (configuration not stated) | 9 | -2
CC(C)NCC(O)COC1CCC(C(C)(C)C)CC1 (configuration not stated) | 0 | 7
OC(C#Cc1ccccc1)(c1ccccc1)c1ccccc1 | -48 | 4
O=C(c1ccccc1)N1CCCC(C(=O)N2CCN(c3ccccc3)CC2)C1 (configuration not stated) | 0 | 2
O=c1cc(CSc2nnnn2-c2ccccc2)nc2sccn12 | 1 | -1
OC(c1ccccc1)c1nc2ccccc2[nH]1 (configuration not stated) | 1 | -3
N#Cc1nc(COc2ccc(-c3ccccc3)cc2)oc1NCCCN1CCOCC1 | -55 | 6
CC(C)N(Cc1nc(-c2ccccc2)no1)C(=O)CN(C)S(=O)(=O)c1ccccc1 | 17 | -6
CC(OC(=O)c1ccc(Br)o1)C(=O)Nc1ccc2c(c1)OCCO2 (configuration not stated) | 4 | -1
CC(=O)N/N=C\c1ccccc1OC/C=C/c1ccccc1 | -10 | -10
N#C/C(=C\N1CCN(Cc2ccc3c(c2)OCO3)CC1)c1nc2ccccc2s1 | -8 | 28
COc1cc(C(=O)Nc2ccncc2)c([N+](=O)[O-])cc1OC | -17 | 5
CCN1C(=O)[C@H]2[C@@H](c3ccc(-c4ccc(C(C)=O)cc4)cc3)N[C@@](Cc3ccccc3)(C(=O)OC)[C@H]2C1=O | 5 | 7
Cc1ccc(S(=O)(=O)N2CCOCC2)cc1NC(=O)CSc1nnnn1C1CC1 | 10 | -7
CN(C(=O)COC(=O)c1ccc(Cl)c(S(=O)(=O)N2CCCCCC2)c1)C1CCS(=O)(=O)C1 (configuration not stated) | 9 | -3
CC1(C)Cc2c(sc(NC(=O)COc3ccccc3)c2C#N)C(C)(C)N1 | -11 | 7
CCOC(=O)C1=C(C)NC2=C(C(=O)c3ccccc32)C1c1ccc([N+](=O)[O-])o1 (configuration not stated) | 15 | -1
CC1CCCCC12NC(=O)N(CC(=O)NCCc1c[nH]c3ccccc13)C2=O (configuration not stated) | 14 | -6
CCOc1cc(N2CCOCC2)c(OCC)cc1NC(=O)COC(=O)CCn1c(C)csc1=O | -13 | 10
CN(C)S(=O)(=O)c1ccc(N2CCCC2)c(C(=O)NCc2ccccc2)c1 | -1 | -4
C[C@@H]1CN([C@@H](C)CO)C(=O)c2cccc(NC(=O)C3CCCCC3)c2O[C@@H]1CN(C)Cc1ccc(Cl)c(Cl)c1 | 55* | -9.9*
COc1ccc(CNC(=O)CN(c2ccccc2)S(=O)(=O)c2ccccc2[N+](=O)[O-])cc1 | 5 | -7
CCC(C)NCCC(=O)Nc1ccc(Cl)c(S(=O)(=O)Nc2ccc(Cl)cc2)c1 (configuration not stated) | 15 | 7
COCCCNC(=S)Nc1ccc2nc3n(c(=O)c2c1)CCCCC3 | 0 | -2
O=C(NNC(=S)NCc1ccco1)c1ccccc1Br | 12 | 7
CCCCCc1ccc(OCCC[n+]2ccccc2)c(CCCCC)c1 | 88 | -51
O=C(O)c1ccc(-c2sc(Nc3ccccc3)n[n+]2-c2ccc(F)cc2)cc1 | 0 | -8
CC12CCC(=O)N1C(C(=O)Nc1cc(C(F)(F)F)ccc1N1CCOCC1)CS2 (configuration not stated) | -2 | -4
O=C(Cn1cc(COc2ccc(Br)cc2)nn1)c1ccc(O)cc1 | -4 | -9
O=C(CSc1nc2ccccc2[nH]1)c1c[nH]c2ccccc12 | 42 | -14
CCN1C(=O)[C@H]2[C@@H](c3ccc(-c4ccc(OC)cc4)cc3)N[C@@](Cc3ccccc3)(C(=O)OC)[C@H]2C1=O | -7 | -9
O=C(NCc1ccncc1)C(=O)N/N=C/c1ccc(OCc2ccccc2)cc1 | 4 | -1
CC(C)C[C@@H](CN1C(N)=NC[C@@H]1C)NC(=O)CC12CC3CC(CC(C3)C1)C2 | -12 | 14
CCc1ccc(C(N)=S)cc1 | -24 | -2
Cc1ccnn1CCC(=O)N1CCCC(Nc2ccc(C(C)C)cc2)C1 (configuration not stated) | -16 | 2
c1ccc(OCC2CCNCC2)nc1 | 12 | -9
O=C(N/N=C/c1cc([N+](=O)[O-])ccc1O)C1CCCCC1 | 15 | -21
CC(C)(C)C(=O)CCN1C(=O)C2(OCCO2)c2ccccc21 | -9 | -11

Further records
compound | TAG inh | TAG inh DAPI viability
Nc1cc(C(=O)OCC(=O)N2CCN(C(=O)COC(=O)c3ccc(Cl)c(N)c3)CC2)ccc1Cl | 19 | 6
COc1ccc(C(O)c2ncc(-c3ccccc3C)[nH]2)cc1 (configuration not stated) | 15 | -6
COc1ccccc1NC(=S)N(Cc1ccccc1)Cc1cccnc1 | -6 | 4
CCOC(=O)N1CCN(C(=O)C2CCC(=O)N(Cc3cccc(C(F)(F)F)c3)C2)CC1 (configuration not stated) | -10 | -2
CC1CN(C(=O)N[C@@H](Cc2ccccc2)C(=O)O)CC(C)O1 (some centres not stated) | 5 | -14
O=C(c1ccco1)N1N=C(c2ccccc2O)CC1c1cccs1 (configuration not stated) | -7 | 7
O=C(C1=NN[C@@H]2C(=O)N(c3ccccc3C(F)(F)F)C(=O)[C@H]12)C(c1ccccc1)c1ccccc1 | 0 | -2
COc1ccc(/C=C/C(=O)N2CCN(c3ccccc3)CC2)cc1S(=O)(=O)N1CCOCC1 | 5 | -3
CCCn1nnc(NC(=S)NC(=O)/C=C/c2ccco2)n1 | 7 | 0
CCCCNC(=O)Cn1nc(C)c(S(=O)(=O)N2CCOCC2)c1C | 15 | -8
COc1ccc(NC(=O)NCCCN2CCN(c3ccccc3F)CC2)cc1 | 12 | -10
COCCN(C(=O)COC(=O)Cc1cccc(OC)c1)c1c(N)n(Cc2ccccc2)c(=O)[nH]c1=O | 6 | 4
Cc1noc(C)c1C(=O)OCC(=O)N(C)C1CCS(=O)(=O)C1 (configuration not stated) | 5 | -4
CC(C)Nc1cc(C(C)(C)C)nc2c(-c3ccccc3)cnn12 | 8 | 90
CC(=O)NC(CC(=O)N1CCN(C(C)=O)CC1)c1ccccc1 (configuration not stated) | 7 | -3
CN(CC(=O)NCc1ccccn1)S(=O)(=O)c1ccc2ccccc2c1 | 18 | -19
CCOC(=O)C1(Cc2cccc(F)c2)CCN(Cc2c(C)nn(CC)c2C)CC1 | -15 | -2
CC(C)CN(C(=O)COC(=O)CCC(=O)c1ccc(F)cc1)c1c(N)n(Cc2ccccc2)c(=O)[nH]c1=O | 6 | -4
CCOc1ccc(NC(=O)CN(C)C(=O)c2cc([N+](=O)[O-])ccc2Sc2ccccc2)cc1OCC | 29 | -4
CC(C)=CCC/C(C)=C/CNC(=O)C[C@H]1C[C@H](C(=O)N2CCCCC2)[C@@]2(CCc3ccccc3)c3[nH]c4cc(-c5ccco5)ccc4c3CCN2C1=O | 69* | 8.5*
CCN(CC)c1ccc(S(=O)(=O)N2CCOCC2)cc1NC(=O)Nc1ccccc1 | -28 | 5
CCC(C)(C)NC(=O)C(c1cccn1C)N(C(=O)Cn1nnc2ccccc21)c1ccc(OC)cc1OC (configuration not stated) | 8 | -7
COC(=O)CC(c1ccc(OC)c(OC)c1)c1ccc(OC)c(OC)c1 | -4 | 9
CCOC(=O)CSc1nnc(-c2ccc(S(=O)(=O)N3CCOCC3)cc2)n1-c1ccccc1 | -1 | 3
COc1ccc(S(=O)(=O)N(C)C[C@H]2Oc3ccc(NC(=O)Cc4ccccc4)cc3C(=O)N([C@H](C)CO)C[C@@H]2C)cc1 | -3 | -4
CCN(Cc1cn2cccnc2n1)C1CCCCC1 | -18 | 5
CCCn1c(N)c(C(=O)CSc2n[nH]c(-c3ccc(C)cc3)n2)c(=O)[nH]c1=O | 0 | -1
COc1ccc(-n2c(SCC(=O)NCc3cccs3)nc3[nH]ncc3c2=O)cc1 | -14 | 21
C(=N/Nc1cc(N2CCOCC2)nc(N2CCOCC2)n1)/c1ccccc1 | 126 | -80
CCOc1ccc(OCCSc2nnnn2C2CCCCC2)cc1 | -23 | 0
COc1ccc2nc(NC(=O)c3ccc(F)cc3)sc2c1 | -3 | 11
CC(=O)Nc1ccc2cnn(C(C)=O)c2c1 | 10 | -8
COC(=O)C(NC(=O)c1ccccc1C)(Nc1ncc(S(=O)(=O)c2ccc([N+](=O)[O-])cc2)s1)C(F)(F)F (configuration not stated) | 36 | 2
O=C(NCc1nnnn1-c1cccc(F)c1)c1ccc(S(=O)(=O)N2CCOCC2)cc1 | 6 | -6
CC(=O)n1cc([C@@H]2C=C(C(=O)N3CCN(Cc4ccccc4)CC3)O[C@H](OCc3ccc(CO)cc3)C2)c2ccccc21 | -15 | 8
Cc1cc(C)c(C(O)c2ncc(-c3cccc4ccccc34)[nH]2)c(C)c1 (configuration not stated) | 7 | -18
CC12CC3CC(C)(C1)CC(C(=O)NCc1ccco1)(C3)C2 | 8 | -5
CC(C)(C)/C(COc1ccccc1[N+](=O)[O-])=N/O | 12 | -25
CCc1nc2c(OCC3CCCCC3)cccn2c1N(C)C(=O)c1ccc(OC)cc1 | -11 | 6
CCOC(=O)C1(CC2CCCCO2)CCN(C(=O)Nc2ccccc2)CC1 (configuration not stated) | 7 | -10
O=C(c1ccccc1)N1CCN(S(=O)(=O)N2CCCCC2)CC1 | 2 | 1
O=C(NCCOc1ccc(Cl)cc1)c1ccc2ccccc2n1 | -10 | 2
Cc1ccc(-c2nc(CS(=O)CC(=O)NCc3ccccc3)c(C)o2)cc1 (configuration not stated) | 5 | -4
NS(=O)(=O)c1ccc(F)c(C(=O)O)c1 | -10 | 7
CC(C)CCNc1nc2c(cc1C#N)COC(C)(C)C2 | 1 | 27
COc1ccc(N(CC(=O)NCc2ccco2)S(C)(=O)=O)cc1Cl | 3 | 3
C1CCC(Nc2nnnn2C2CCCCC2)CC1 | 13 | -3
CCOc1ccc(Nc2nc(NCC3CCCO3)c3ccccc3n2)cc1 (configuration not stated) | 7 | 0
CC1(C)NC(=O)N(CC(=O)NNC(=O)c2ccccc2F)C1=O | 2 | -10
Cc1cc(C)c(NC(=O)CSCc2c(C)noc2C)c(C)c1 | 8 | -7

19 of the compounds above, with two lines to a compound:
Second line of a record: TAG inh, TAG inh DAPI viability
CC(=O)Nc1ccc2cnn(C(C)=O)c2c1
    10, -8
COC(=O)C(NC(=O)c1ccccc1C)(Nc1ncc(S(=O)(=O)c2ccc([N+](=O)[O-])cc2)s1)C(F)(F)F (configuration not stated)
    36, 2
O=C(NCc1nnnn1-c1cccc(F)c1)c1ccc(S(=O)(=O)N2CCOCC2)cc1
    6, -6
CC(=O)n1cc([C@@H]2C=C(C(=O)N3CCN(Cc4ccccc4)CC3)O[C@H](OCc3ccc(CO)cc3)C2)c2ccccc21
    -15, 8
Cc1cc(C)c(C(O)c2ncc(-c3cccc4ccccc34)[nH]2)c(C)c1 (configuration not stated)
    7, -18
CC12CC3CC(C)(C1)CC(C(=O)NCc1ccco1)(C3)C2
    8, -5
CC(C)(C)/C(COc1ccccc1[N+](=O)[O-])=N/O
    12, -25
CCc1nc2c(OCC3CCCCC3)cccn2c1N(C)C(=O)c1ccc(OC)cc1
    -11, 6
CCOC(=O)C1(CC2CCCCO2)CCN(C(=O)Nc2ccccc2)CC1 (configuration not stated)
    7, -10
O=C(c1ccccc1)N1CCN(S(=O)(=O)N2CCCCC2)CC1
    2, 1
O=C(NCCOc1ccc(Cl)cc1)c1ccc2ccccc2n1
    -10, 2
Cc1ccc(-c2nc(CS(=O)CC(=O)NCc3ccccc3)c(C)o2)cc1 (configuration not stated)
    5, -4
NS(=O)(=O)c1ccc(F)c(C(=O)O)c1
    -10, 7
CC(C)CCNc1nc2c(cc1C#N)COC(C)(C)C2
    1, 27
COc1ccc(N(CC(=O)NCc2ccco2)S(C)(=O)=O)cc1Cl
    3, 3
C1CCC(Nc2nnnn2C2CCCCC2)CC1
    13, -3
CCOc1ccc(Nc2nc(NCC3CCCO3)c3ccccc3n2)cc1 (configuration not stated)
    7, 0
CC1(C)NC(=O)N(CC(=O)NNC(=O)c2ccccc2F)C1=O
    2, -10
Cc1cc(C)c(NC(=O)CSCc2c(C)noc2C)c(C)c1
    8, -7

Additional structures follow.
compound | TAG inh | TAG inh DAPI viability
CN(C)c1ccccc1C(=O)c1ccccc1N(C)C | 12 | -3
COCC1CCN(C(=O)c2cc(COc3ccccc3SC)on2)C1 (configuration not stated) | 7 | -11
Oc1sc(C=Nc2ccccc2)c2ccccc12 | 7 | -5
CCN(c1ccccc1)S(=O)(=O)c1cc(C(=O)NCc2ccccn2)ccc1C | -4 | -1
CN(C)/C=C(/C(=O)c1ccc(Cl)cc1)n1cncn1 | 12 | -4
CCc1ccc(OCC(=O)NC(=S)Nc2ccc(S(=O)(=O)NC3CCCCC3)cc2)cc1 | 9 | -5
